Bioassay records as filed in PubChem.
E-sel TNF inh: TNF alpha driven E-selectin expression inhibition. 120,000 compounds, 0.71% hits. HUVEC TNFa-induced E-selectin immunofluorescence, high content. inhibition, % at 2 µM;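 active means inhibition above the batch mean plus 3 SD, and confirmed as a hit on visual image review, cut at about 43% in these data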;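 further: 0% = TNF-stimulated DMSO wells and 100% = unstimulated control wells; not every result past the cut was called active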
PTEN del growth: PTEN-deleted cell growth suppression; HCT116 PTEN-null viability, CellTiter-Glo, 60 h; hits give low values; viability, % at 10 µM; 140,000 compounds, 1.2% hits;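 active means viability at or below a set limit, 4 SD under the median of all tested compounds, cut at about 3.7% in these data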;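 further: PTEN knockout HCT116 line with beta catenin targeted HCT116 as companion control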
NPY-Y2 antag: antagonists of human neuropeptide Y receptor Y2; P49146; NPY-Y2 expressing cells, antagonist mode; inhibition, % at 2.7 µM; 140,000 compounds, 0.99% hits; in the data active means inhibition above about 17%;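 further: 0% = vehicle with agonist challenge and 100% = reference antagonist with challenge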
Target sequence (P49146 whole entry, looked up): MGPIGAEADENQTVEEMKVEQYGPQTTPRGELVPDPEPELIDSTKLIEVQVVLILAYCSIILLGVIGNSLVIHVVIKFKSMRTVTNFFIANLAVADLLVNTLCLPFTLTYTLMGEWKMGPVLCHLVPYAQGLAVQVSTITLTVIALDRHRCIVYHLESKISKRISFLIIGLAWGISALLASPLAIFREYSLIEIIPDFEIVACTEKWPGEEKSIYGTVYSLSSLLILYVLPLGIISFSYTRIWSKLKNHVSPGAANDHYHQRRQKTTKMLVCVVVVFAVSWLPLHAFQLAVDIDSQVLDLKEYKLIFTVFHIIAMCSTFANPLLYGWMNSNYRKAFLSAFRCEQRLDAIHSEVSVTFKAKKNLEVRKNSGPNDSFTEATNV
Yeast life ext: yeast lifespan extension; S. cerevisiae growth with nicotinamide, OD615; deaD strain in restrictive glucose medium; inhibition of the nicotinamide effect, % at 10 µM; 130,000 compounds, 0.68% hits;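 active means inhibition above a set limit, placed 3 SD over the median of all compounds, cut at about 26% in these data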;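 further: 0% = nicotinamide-treated wells and 100% = cells grown without nicotinamide; some compounds called inactive have numbers as strong as hits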
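Assay system: engineered S. cerevisiae DeaD replicative-lifespan strain, galactose-grown log-phase cells; Buffer or medium: CSMM-D glucose medium, restrictive; Probe or stimulus: nicotinamide 1.5 mM; Compound: single dose 10 µM compound, 0.25% DMSO; Schedule: 4 h preincubation then 48 h treatment at 30 °C; Technique: OD615 measurement.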
Phagocytosis inh: macrophage phagocytosis inhibition; 110,000 compounds, 0.07% hits; AID 1029; inhibition, % at 5 µM; J774A.1 macrophage IgG-bead phagocytosis, imaging;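 active means inhibition above the mean of the plate negative controls plus 5 SD, cut at about 13% in these data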;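 further: phagocytic index as fraction of beads internalized from green versus red external bead signal; plate controls were DMSO negative control for no effect and cytochalasin-D positive control for full effect; some results beyond the cut were filed as inactive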
GALR2 antag: antagonists of human galanin receptor 2 (GALR2) | GALR2-expressing cells, antagonist mode | 140,000 compounds, 0.39% hits | O43603 | AID 828 | inhibition, % at 4 µM; in the data active means inhibition above about 27%;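 further: cells stimulated with galanin 1-16 at roughly its EC80; 0% = agonist challenge control and 100% = basal control without agonist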
Target sequence (O43603 whole entry, looked up): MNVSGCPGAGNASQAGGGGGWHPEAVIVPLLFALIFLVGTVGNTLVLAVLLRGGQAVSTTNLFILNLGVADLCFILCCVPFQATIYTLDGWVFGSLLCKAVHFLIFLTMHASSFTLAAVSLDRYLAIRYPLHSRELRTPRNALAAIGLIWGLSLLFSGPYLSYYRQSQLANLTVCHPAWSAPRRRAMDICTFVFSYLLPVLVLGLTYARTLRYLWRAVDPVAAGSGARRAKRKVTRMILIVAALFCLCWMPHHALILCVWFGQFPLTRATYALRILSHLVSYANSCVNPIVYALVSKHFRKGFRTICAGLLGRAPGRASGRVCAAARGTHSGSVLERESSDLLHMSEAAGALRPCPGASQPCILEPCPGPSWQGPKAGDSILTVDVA
bCat KO growth: beta-catenin-lacking colon tumor cell growth suppression. HCT116 beta-catenin knockout viability, CellTiter-Glo, 60 h; hits give low values. 140,000 compounds, 1.5% hits. viability, % at 10 µM;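 active means viability at or under a set limit, the compound median less 4 SD, cut at about 6% in these data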;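 further: 0% = Hyamine 1622 control at 20 µM and 100% = untreated cell control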
BB579 growth dn: chemicals that inhibit yeast BB579 growth in restrictive medium (lifespan-shortening candidates); S. cerevisiae BB579 growth, OD615, 48 h; inhibition, % at 10 µM; 140,000 compounds, 0.51% hits;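 active means inhibition above a set limit, 3 SD over the mean compound inhibition, cut at about 44% in these data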; further: inactives centre near -24
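System: DeaD yeast strain BB579; buffer or medium: CSMM-D dextrose restrictive medium; technique: OD at 615 nm; schedule: 4 h cell preincubation, 48 h compound exposure, 30 °C humidified; doses: single 10 µM dose; controls: amphotericin B 10 µg/mL, positive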
Measles CPE: protection of cells from measles virus. Measles virus-infected cells, CPE protection, absorbance. protection (pct of control), % at 4 µM. 140,000 compounds, 1.5% hits; in the data active means protection mostly above about 24%, no sharp cut-off; inactive means mostly below about 26%; further: some compounds called inactive have numbers as strong as hits
MRP1 act: MRP-1 activation; H69AR cells + doxorubicin, viability rescue, CellTiter-Glo; viability increase, % at 10 µM; 140,000 compounds, 0.61% hits; AID 799;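 active means viability gain under doxorubicin at or above a set limit, the compound median plus 3 SD, cut at about 4.7% in these data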;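 further: MRP-1 overexpressing cells given doxorubicin 25 µM after compound pretreatment; 18-22 h compound pretreatment then 72 h with doxorubicin before readout; 0% = doxorubicin-only wells and 100% = vehicle-treated cells without doxorubicin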
The depositor's hits bear a star.

What do the screens show for `Nc1[nH]n2c(=O)cc(-c3ccccc3)nc2c1N=Nc1ccccc1`?
E-sel TNF inh: -4; PTEN del growth: 8; NPY-Y2 antag: 4; Yeast life ext: -8; GALR2 antag: -12; bCat KO growth: 3.7*; BB579 growth dn: -41; Measles CPE: 4; MRP1 act: -0.8

What do the screens show for `COc1ccc(-c2noc(-c3ccccc3C(=O)NCc3ccco3)n2)cc1`?
E-sel TNF inh: -14; PTEN del growth: 98; NPY-Y2 antag: 6; Yeast life ext: -5; Phagocytosis inh: 1; GALR2 antag: -7; bCat KO growth: 83; BB579 growth dn: -20; Measles CPE: 14; MRP1 act: -0.9

How did CCC(C)(C)NC(=O)C(OC(=O)c1cc2sccc2n1C)c1ccc(OC)cc1 (stereo not given) do in these assays?
E-sel TNF inh: -4; PTEN del growth: 98; NPY-Y2 antag: 2; Yeast life ext: -1; Phagocytosis inh: 0; GALR2 antag: -5; bCat KO growth: 91; BB579 growth dn: -36; Measles CPE: 3; MRP1 act: 0.0

How did NNC(=O)CNC(=O)c1ccc(F)cc1 do in these assays?
PTEN del growth: 102; NPY-Y2 antag: 4; Yeast life ext: -2; Phagocytosis inh: -11; GALR2 antag: 9; bCat KO growth: 92; BB579 growth dn: -3; Measles CPE: 24; MRP1 act: 0.1

What do the screens show for `COc1cccc(N2CCN(c3ncccn3)CC2)c1`?
NPY-Y2 antag: -1; Yeast life ext: -5; GALR2 antag: 4; bCat KO growth: 107; BB579 growth dn: -23; Measles CPE: 5; MRP1 act: 0.8

How did Cc1ccnc(NS(=O)(=O)c2ccc(NC(=O)c3ccc(C)o3)cc2)n1 do in these assays?
E-sel TNF inh: -19; PTEN del growth: 106; NPY-Y2 antag: 0; GALR2 antag: 5; bCat KO growth: 102; BB579 growth dn: -29; Measles CPE: 9; MRP1 act: -1.7

How did Cc1ccc(S(=O)(=O)NCCCCCC(=O)Nc2ccccc2)cc1 do in these assays?
E-sel TNF inh: 7; PTEN del growth: 101; NPY-Y2 antag: 3; Yeast life ext: 6; Phagocytosis inh: -5; GALR2 antag: 15; bCat KO growth: 102; BB579 growth dn: -37; Measles CPE: 13; MRP1 act: -2.9

What do the screens show for `COc1ccc(NC(=O)N2CCC(C(=O)c3ccc(F)cc3)CC2)cc1`?
E-sel TNF inh: -6; PTEN del growth: 89; NPY-Y2 antag: -1; Yeast life ext: -19; GALR2 antag: 6; bCat KO growth: 90; BB579 growth dn: -4; Measles CPE: 8; MRP1 act: -2.8

Results for COc1ccc2c(c1)OC(O)(C(F)(F)F)CC2=O (stereo not given) ?
PTEN del growth: 94; NPY-Y2 antag: 3; Yeast life ext: -9; Phagocytosis inh: 0; GALR2 antag: -16; bCat KO growth: 101; BB579 growth dn: -38; Measles CPE: 7; MRP1 act: -1.8

What do the screens show for `CCN(CC)S(=O)(=O)c1ccc(N/N=C/c2ccc(OC)c(OC)c2OC)nc1`?
PTEN del growth: 106; NPY-Y2 antag: 3; Yeast life ext: 1; Phagocytosis inh: 1; GALR2 antag: 1; bCat KO growth: 91; BB579 growth dn: -12; Measles CPE: 6; MRP1 act: -2.0

What do the screens show for `O=C(/C=C/c1ccc(OCCCF)cc1)NCc1ccc(Cl)c(Cl)c1`?
E-sel TNF inh: 20; PTEN del growth: 97; NPY-Y2 antag: 4; Yeast life ext: -12; Phagocytosis inh: 1; GALR2 antag: -6; bCat KO growth: 102; BB579 growth dn: -22; Measles CPE: 2; MRP1 act: -1.4

How did COC(=O)[C@H](C)NC(=O)NCc1ccco1 do in these assays?
E-sel TNF inh: 3; PTEN del growth: 98; NPY-Y2 antag: 2; Yeast life ext: -3; Phagocytosis inh: 0; GALR2 antag: -6; bCat KO growth: 102; BB579 growth dn: -22; Measles CPE: 8; MRP1 act: -3.6

How did CCCS(=O)(=O)N1CCCC(C(=O)NCCN(C)Cc2ccccc2)C1 (stereo not given) do in these assays?
E-sel TNF inh: -2; PTEN del growth: 103; NPY-Y2 antag: -2; Yeast life ext: -15; Phagocytosis inh: 2; GALR2 antag: -24; bCat KO growth: 86; BB579 growth dn: -35; Measles CPE: 10; MRP1 act: -2.1

How did CCOC(=O)C1=C(C)Nc2nc3ccccc3n2C1c1cccs1 (stereo not given) do in these assays?
E-sel TNF inh: 25; PTEN del growth: 90; NPY-Y2 antag: 4; Yeast life ext: -1; Phagocytosis inh: -6; GALR2 antag: -4; bCat KO growth: 99; BB579 growth dn: -15; Measles CPE: 19; MRP1 act: -3.1

How did O=C(Nc1cccc(Br)c1)c1cc2ccccc2o1 do in these assays?
PTEN del growth: 75; NPY-Y2 antag: 12; Yeast life ext: -21; Phagocytosis inh: -3; GALR2 antag: 13; bCat KO growth: 70; BB579 growth dn: -24; Measles CPE: 4; MRP1 act: -4.9

What do the screens show for `CC(C)CNC(=S)NNC(=O)c1ccc2c(c1)OCO2`?
E-sel TNF inh: 5; PTEN del growth: 115; NPY-Y2 antag: 1; Yeast life ext: -5; Phagocytosis inh: -1; GALR2 antag: -7; bCat KO growth: 95; BB579 growth dn: -51; Measles CPE: 7; MRP1 act: -0.5

How did CC(C)N(C(=O)CSc1nc2c([nH]1)c(=O)n(C)c(=O)n2C)c1ccccc1 do in these assays?
E-sel TNF inh: -2; PTEN del growth: 97; NPY-Y2 antag: 3; Yeast life ext: -9; Phagocytosis inh: -1; GALR2 antag: -3; bCat KO growth: 89; BB579 growth dn: 19; Measles CPE: 1; MRP1 act: -0.7

Results for Cc1ccc(-c2nc3ncccc3o2)cc1NC(=O)c1sc2ccccc2c1Cl ?
PTEN del growth: 49; NPY-Y2 antag: 1; Yeast life ext: 3; Phagocytosis inh: -2; GALR2 antag: -6; bCat KO growth: 59; BB579 growth dn: -34; Measles CPE: 4; MRP1 act: -4.2

What do the screens show for `CCCN(CC(=O)c1cc(C)n(C)c1C)S(=O)(=O)c1cccc(C(F)(F)F)c1`?
PTEN del growth: 45; NPY-Y2 antag: 1; Yeast life ext: -18; Phagocytosis inh: 2; GALR2 antag: 10; bCat KO growth: 31; BB579 growth dn: -3; Measles CPE: 11; MRP1 act: -3.6

What do the screens show for `COc1ccc(N2CCN(Cc3nc4c(c(=O)n(C)c(=O)n4C)n3Cc3cccc(C)c3)CC2)cc1`?
E-sel TNF inh: -3; PTEN del growth: 78; NPY-Y2 antag: 24*; Yeast life ext: -6; Phagocytosis inh: 0; GALR2 antag: 12; bCat KO growth: 82; BB579 growth dn: 7; Measles CPE: 11; MRP1 act: -3.3

How did CCOc1cc(NC(=S)NCc2ccco2)c(OCC)cc1NC(=O)C1CC1 do in these assays?
PTEN del growth: 105; NPY-Y2 antag: -1; Yeast life ext: 0; Phagocytosis inh: -6; GALR2 antag: 6; bCat KO growth: 96; BB579 growth dn: -12; Measles CPE: 37; MRP1 act: -2.0

How did COc1ccc(NC(=O)c2oc3ccccc3c2NC(=O)c2ccc3c(c2)OCO3)cc1 do in these assays?
PTEN del growth: 84; NPY-Y2 antag: 4; Yeast life ext: -1; Phagocytosis inh: -1; GALR2 antag: -4; bCat KO growth: 83; BB579 growth dn: -27; Measles CPE: 4; MRP1 act: 8.4*

Results for COc1ccc2nc(Cl)c(C3CC(c4ccco4)=NN3C(=O)CCC(=O)O)cc2c1 (stereo not given) ?
E-sel TNF inh: 7; PTEN del growth: 98; NPY-Y2 antag: 7; Yeast life ext: 2; Phagocytosis inh: -6; GALR2 antag: -4; bCat KO growth: 102; BB579 growth dn: -49; Measles CPE: 5; MRP1 act: -0.3

How did CCOCc1nnc(NC(=O)CSc2ccccc2)s1 do in these assays?
E-sel TNF inh: -12; PTEN del growth: 99; NPY-Y2 antag: 2; Yeast life ext: -9; Phagocytosis inh: 1; GALR2 antag: 4; bCat KO growth: 107; BB579 growth dn: -29; Measles CPE: 3; MRP1 act: 0.4

What do the screens show for `Cc1ccc(CS(=O)(=O)CCC(=O)NCC2CCCO2)cc1` (stereo not given)?
E-sel TNF inh: -3; PTEN del growth: 100; NPY-Y2 antag: 1; Yeast life ext: -7; Phagocytosis inh: 0; GALR2 antag: 6; bCat KO growth: 88; BB579 growth dn: -38; Measles CPE: 3; MRP1 act: -1.6

How did Cc1cc(NC(=O)CCC(=O)N(C2CC2)C2(C(=O)NC3CCCC3)CCC(C)CC2)no1 (stereo not given) do in these assays?
PTEN del growth: 109; NPY-Y2 antag: 2; Yeast life ext: 6; Phagocytosis inh: 0; GALR2 antag: -7; bCat KO growth: 91; BB579 growth dn: -33; Measles CPE: 12; MRP1 act: -0.9

How did CCOC(=O)N1CCN(C(=O)c2ccc3c(=O)n(CCC4=CCCCC4)c(=O)[nH]c3c2)CC1 do in these assays?
E-sel TNF inh: -14; PTEN del growth: 87; NPY-Y2 antag: 2; Yeast life ext: -12; Phagocytosis inh: 2; GALR2 antag: -7; bCat KO growth: 82; BB579 growth dn: -50; Measles CPE: 7; MRP1 act: -1.9

How did O=c1cc(-c2ccccc2)nc2nc(-c3ccco3)[nH]n12 do in these assays?
E-sel TNF inh: -7; PTEN del growth: 96; NPY-Y2 antag: -3; Yeast life ext: -15; Phagocytosis inh: 4; GALR2 antag: 6; bCat KO growth: 103; BB579 growth dn: -24; Measles CPE: 17; MRP1 act: -1.2

What do the screens show for `O=C(c1ccccc1)N1CCCCC(Sc2nnnn2-c2ccccc2)C1=O` (stereo not given)?
E-sel TNF inh: -14; PTEN del growth: 97; NPY-Y2 antag: 3; GALR2 antag: 8; bCat KO growth: 106; BB579 growth dn: -17; Measles CPE: 2; MRP1 act: -0.6

How did Cc1cc(C(=O)OC(C(=O)Nc2ccc(C)c(Cl)c2)c2ccccc2)c(C)o1 (stereo not given) do in these assays?
PTEN del growth: 66; NPY-Y2 antag: 3; Yeast life ext: 1; Phagocytosis inh: -4; GALR2 antag: 8; bCat KO growth: 79; BB579 growth dn: 2; Measles CPE: 9; MRP1 act: 0.2

Results for CCOC(=O)CNC(=O)CSc1nc(C)cc(C)c1C#N ?
E-sel TNF inh: 33; PTEN del growth: 92; NPY-Y2 antag: 0; Yeast life ext: -11; Phagocytosis inh: 2; GALR2 antag: -1; bCat KO growth: 99; BB579 growth dn: -16; Measles CPE: 7; MRP1 act: 0.0

How did CN(C)C(=O)c1ccc(COc2ccccc2Br)o1 do in these assays?
E-sel TNF inh: -14; PTEN del growth: 91; NPY-Y2 antag: 0; Yeast life ext: -19; GALR2 antag: -1; bCat KO growth: 95; BB579 growth dn: -20; Measles CPE: 6; MRP1 act: -1.9

Results for CCCN(C#N)c1nc(NCC)nc(NC(C)C)n1 ?
PTEN del growth: 84; NPY-Y2 antag: 0; Yeast life ext: -13; Phagocytosis inh: -2; GALR2 antag: 0; bCat KO growth: 100; BB579 growth dn: -22; Measles CPE: 14; MRP1 act: -1.9

How did Fc1ccc(OCCCCCCN2CCCC2)cc1 do in these assays?
E-sel TNF inh: -18; PTEN del growth: 49; NPY-Y2 antag: 5; Yeast life ext: -3; Phagocytosis inh: 2; GALR2 antag: -6; bCat KO growth: 43; BB579 growth dn: -6; Measles CPE: 10; MRP1 act: -3.0

Results for Cc1cc(/C=N\O)c(C)n1-c1ccncc1 ?
E-sel TNF inh: 1; PTEN del growth: 86; NPY-Y2 antag: 2; Yeast life ext: -24; Phagocytosis inh: -1; GALR2 antag: -19; bCat KO growth: 93; BB579 growth dn: 3; Measles CPE: 11; MRP1 act: -2.3
